PKM2 activator: activators of human pyruvate kinase M2; P14618; purified PKM2, Kinase-Glo ATP luminescence, activation; response scale: 0% is enzyme alone, no compound; Potency, µM (doses to about 57.5 µM), for the others: at the highest dose activation, usual class: activators; actives 0.34% (n = 260,000); AID 1631; further: potency means the concentration at half of the fitted maximal effect; on the % scale 0 is the no-effect control and ±100 the full control effect; nearly all actives have a fitted effect of over 55% in size
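Kinase-Glo luminescence reports ATP generated from ADP (0.1 mM) and PEP (0.5 mM) by purified hPK-M2 after 1 h at room temperature, pH 7.2 imidazole buffer; intermediate enzyme activity allows detecting inhibitors and activators.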
USP2a block: blocks human ubiquitin-specific protease USP2a | Potency, µM (series often up to 38.3 µM), for the others: at the highest dose activity change, negative = inhibition, actives largely listed as inhibitors | USP2 core, Ub-CHOP2 coupled fluorogenic reporter, 485/531 | O75604 | actives 0.01% (n = 330,000);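 further: potency means the concentration at half of the fitted maximal effect; plate controls were DMSO wells for no effect and full inhibition by NEM control for full effect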
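Cell-free coupled assay: 10nM USP2 core preincubated 30min RT with compound in Tris-HCl pH 8.0/CaCl2/CHAPS buffer, then 25nM Ub-CHOP2 and 25nM reporter substrate; fluorescence (Ex 485/Em 531) read after 60min RT, normalized to NEM inhibition, concentration-response curves fitted.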
FBPA coupling cs: coupling enzyme interference in Giardia aldolase counter-screen | coupling enzyme system counterscreen, AmpLite Red fluorescence | activity change, negative = inhibition, % at 58.2 µM, hits read low | actives 0.67% (n = 290,000) | AID 2472; in the data active means activity change below about -30%; further: on the % scale 0 is the no-effect control and ±100 the full control effect
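Coupling enzymes only (glyceraldehyde-3-phosphate) + compound, at 57.5 uM final, 10 min RT; add substrate/coupling/AmpLite Red mix, 20 min RT; fluorescence ex 525/em 598 nm. Actives flag coupling-system interference.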
B2AR arrestin: recruits beta-arrestin to the human beta2-adrenergic receptor | Potency, µM (doses to about 46.1 µM), inactives show at the top dose activation, actives largely listed as activators | beta-arrestin recruitment to beta2AR, cell-based reporter | actives 0.02% (n = 330,000) | P07550;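 further: potency means the concentration at half of the fitted maximal effect; 0% = DMSO controls and full agonism = EC100 isoproterenol or metaproterenol; nearly all actives have a fitted effect of over 65% in size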
hERG WT inh: inhibitors of human wildtype KCNH2 potassium channel | U2OS, BacMam KCNH2, thallium flux FluxOr; active compounds read low | AID 720551 | Q12809 | activity change, % at 1.84 µM | actives 0.37% (n = 340,000);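 active means maximum activity change below -70%; inconclusive means maximum activity change between -70% and -50%; inactive means maximum activity change above -50%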; further: on the % scale 0 is the no-effect control and ±100 the full control effect
Target sequence (Q12809 whole entry, looked up): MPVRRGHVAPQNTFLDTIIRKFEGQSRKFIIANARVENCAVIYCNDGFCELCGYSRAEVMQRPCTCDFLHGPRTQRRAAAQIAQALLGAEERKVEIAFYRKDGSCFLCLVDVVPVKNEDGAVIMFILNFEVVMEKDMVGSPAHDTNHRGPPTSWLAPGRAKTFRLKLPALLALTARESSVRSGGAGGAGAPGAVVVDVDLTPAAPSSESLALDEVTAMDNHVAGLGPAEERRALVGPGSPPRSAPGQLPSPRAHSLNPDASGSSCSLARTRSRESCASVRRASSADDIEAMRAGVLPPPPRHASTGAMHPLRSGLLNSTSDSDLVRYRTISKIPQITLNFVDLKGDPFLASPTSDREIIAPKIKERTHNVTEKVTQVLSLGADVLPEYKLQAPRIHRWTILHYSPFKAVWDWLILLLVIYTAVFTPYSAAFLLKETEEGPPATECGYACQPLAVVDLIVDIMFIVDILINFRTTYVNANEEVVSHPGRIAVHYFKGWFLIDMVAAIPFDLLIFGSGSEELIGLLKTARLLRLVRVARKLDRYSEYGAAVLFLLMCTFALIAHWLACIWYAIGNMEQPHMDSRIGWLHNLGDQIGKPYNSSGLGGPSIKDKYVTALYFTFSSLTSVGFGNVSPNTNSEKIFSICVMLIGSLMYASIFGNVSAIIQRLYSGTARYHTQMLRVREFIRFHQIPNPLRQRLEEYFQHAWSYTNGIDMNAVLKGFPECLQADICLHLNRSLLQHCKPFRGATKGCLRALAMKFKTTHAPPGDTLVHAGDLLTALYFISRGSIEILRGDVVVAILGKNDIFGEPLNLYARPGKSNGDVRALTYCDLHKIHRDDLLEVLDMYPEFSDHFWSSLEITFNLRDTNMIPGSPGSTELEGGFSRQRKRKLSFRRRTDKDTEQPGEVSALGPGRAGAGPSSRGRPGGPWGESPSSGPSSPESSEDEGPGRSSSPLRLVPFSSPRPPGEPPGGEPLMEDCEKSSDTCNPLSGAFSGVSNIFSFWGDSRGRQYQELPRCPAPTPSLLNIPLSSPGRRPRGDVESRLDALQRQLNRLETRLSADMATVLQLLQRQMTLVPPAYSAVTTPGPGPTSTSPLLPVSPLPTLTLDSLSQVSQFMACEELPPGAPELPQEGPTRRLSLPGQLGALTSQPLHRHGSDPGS
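U2OS cells were transduced with wild-type KCNH2 virus (2.03 x 10^8 / mL) for 4 h at room temperature, then cultured overnight at 37 C. Thallium flux was read with FluxOr dye. Rate constants were normalized to DMSO controls.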
TRPV1 agonist: activates the human vanilloid receptor TRPV1; TRPV1-expressing cells, Fluo-8 calcium influx, agonist mode; Q8NER1; AID 540275; actives 0.19% (n = 320,000); activation, % at 8.33 µM; in the data active means activation above about 80%; inconclusive means between about 30% and that limit; further: 0% is about no effect
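TRPV1-expressing cells were cultured overnight at 35.5C and loaded with Fluo-8 calcium dye for 40 to 90 min at room temperature. After a 10 s baseline, compound was added and calcium influx was read kinetically for 3 min (ex 480/em 520 nm).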
Giardia killer: Giardia lamblia killing; Giardia lamblia trophozoite viability; activity change, % at 7.66 µM, hits read low; actives 0.15% (n = 340,000); AID 540267; in the data active means activity change below about -80%; inconclusive means between about -30% and that limit;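 further: parasites exposed to compound for two days anaerobically before the ATP read; on the % scale 0 is the no-effect control and ±100 the full control effect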
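Trophozoite viability was measured as ATP-dependent luminescence, read 15-30 min after reagent addition. Before that, parasites at 100 cells/well were exposed to compounds for 48 h, anaerobically, at 37 deg C.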
GALK inhibitor: blocks human galactokinase activity. Purified GALK, Kinase-Glo residual ATP luminescence. Potency, µM (doses to about 57.5 µM), for inactives: top-dose activity change, negative = inhibition, most hits filed as inhibitors. actives 0.007% (n = 270,000). AID 1868; further: potency means the concentration at half of the fitted maximal effect; on the % scale 0 is the no-effect control and ±100 the full control effect
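The enzyme phosphorylates galactose (100 uM) using ATP (35 uM); inhibition is detected as higher residual ATP, quantified by bioluminescence after 1 h reaction at room temperature, pH 8.0.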
Menin MLL FP TR: displaces Texas Red mutant MLL peptide from human menin | Menin + Texas Red MLL mutant peptide, fluorescence polarization | Potency, µM (titrated, usually from 61.6 µM), inactives show at the highest dose FP activity change, negative = inhibition, hits mostly inhibitors | O00255 | actives 0.23% (n = 270,000); active means well fitted inhibition curve with a large enough effect in the polarisation, with a control signal flat, not every such curve was filed as active; inconclusive means small, poorly fitted or top-dose-only effect, or effect the other way, or a change in a side signal; inactive means no such curve, though single readings can be large or run the other way; the % refers to the polarisation; further: potency means the concentration at half of the fitted maximal effect; % of control where 0% means no effect; many of its hits are not listed in these tables
KCNH2 3.1 block: inhibitors of human KCNH2 3.1 potassium channel isoform. activity change, % (tested at about 1.8 µM). AID 720553. U2OS KCNH2 3.1, thallium flux FluxOr; active compounds read low. actives 0.95% (n = 340,000);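 active means maximum activity change below -70%; inconclusive means maximum activity change from -70% to -50%; inactive means maximum activity change above -50%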;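 further: thallium influx rate constant from kinetic fluorescence after stimulation buffer; on the % scale 0 is the no-effect control and ±100 the full control effect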
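U2OS cells transduced with KCNH2 3.1 mutant virus (1.77 x 10^8 /mL, 4 h), plated overnight at 37 C, loaded 45 min with FluxOr dye plus Red40 quencher. Thallium flux rate constant from kinetic reads after stimulation buffer, normalised to controls.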
CXXC DNA block: inhibitors of human MLL CXXC domain-DNA interaction; MLL-CXXC / FITC-HOXA9 DNA fluorescence polarization; Potency, µM (doses to about 115 µM), without a hit: at the highest dose activity change, negative = inhibition, hits mostly inhibitors; actives 0.037% (n = 290,000); AID 2662; active means well fitted inhibition curve with a large enough effect in the polarisation, with a control signal flat, not every such curve was filed as active; inconclusive means small, poorly fitted or top-dose-only effect, or effect the other way, or a change in a side signal; inactive means no such curve, though single readings can be large or run the other way; the % refers to the polarisation; further: potency means the concentration at half of the fitted maximal effect
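Fluorescence polarization: 7 uM MLL-CXXC (stock) preincubated 5 min with compounds, then 50 nM fluorescein-HOX-A9 DNA (stock) added; 30 min ambient. Buffer 50 mM Tris-HCl pH 7.5, 50 mM NaCl, 1 mM DTT, 0.05% BSA.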
* marks the source's active call; other numbers are inactive results; ? = inconclusive; nt = no result given; [ ] = dose if it differs, or a comment. Unless noted, the call rests on the fitted dose curve; in most records, active means well fitted curve in the direction sought with a large enough effect; inconclusive means small, poorly fitted or top-dose-only effect, or another doubt; inactive means no such curve, though single readings can be large; an effect the other way counts as inactive or inconclusive. The list is partial (hit frequency here may not be typical).

SMILES	PKM2 activator	USP2a block	FBPA coupling cs	B2AR arrestin	hERG WT inh	TRPV1 agonist	Giardia killer	GALK inhibitor	Menin MLL FP TR	KCNH2 3.1 block	CXXC DNA block
C/C(=N/NC(=O)c1cccs1)c1cccc(NC(=O)C2CC2)c1	0%	2%	-2	0.1%	-3	1	-16	nt	24%	4	-3%
O=C(CN(Cc1ccco1)C(=O)CNS(=O)(=O)c1ccc(Cl)cc1)NCc1ccco1	1%	3%	0	-0.4%	3	-1	-4	8%	?	-15	-1%
O=C(c1ccc(Cl)c(NC2=NC3CS(=O)(=O)CC3S2)c1)N1CCN(c2ccccc2)CC1 (stereo unspecified)	nt	0%	nt	0.1%	-13	0	-26	0%	nt	12	14%
On1nnc2cc(C(F)(F)F)ccc21	-35%	3%	3	3.4%	-5	0	-10	-8%	0%	5	5%
CCN(CC)C(=O)[C@H]1C[C@H](CC(=O)NCc2ccco2)C(=O)N2CCc3c([nH]c4cc(-c5ccco5)ccc34)[C@]12C	nt	-21%	nt	7.7%	16	nt	17	nt	nt	-3	nt
CCOC(=O)C1=C(C)NC(=S)NC1c1cccs1 (stereo unspecified)	-14%	1%	0	-0.1%	3	?	-11	-1%	-11%	3	?
Cc1cc(N2CCN(C)CC2)ccc1NC(=O)c1c2c(nc3ccccc13)CCN(Cc1ccccc1)C2	1%	6%	2	0.2%	-5	-2	-6	0%	-15%	-4	40%[activator]
Cc1ccc(SCC(=O)NCCC2=CCCCC2)cc1	0%	-7%	5	0.3%	-8	-1	-12	-2%	4%	4	0%
COCCn1cnnc1SCC(=O)c1ccc(S(=O)(=O)N2CCCC2)cc1	23%	0%	9	4.0%	1	-1	14	3%	9%	3	-1%
O=C(CCC(=O)c1cccs1)OCC(=O)c1ccccc1F	nt	-1%	nt	-1.1%	15	-10	17	nt	nt	16	nt
CN(CC(=O)Nc1ccccc1Br)Cc1nc2ccccc2c(=O)[nH]1	2%	2%	-1	0.5%	-11	1	-18	0%	-2%	nt	-17%
COc1ccccc1/C=C1\SC(=S)N(CCC(=O)NCCCn2ccnc2)C1=O	nt	1%	nt	0.3%	48	-3	-6	1%	nt	-18	0%
COc1ccc(OC)c(C2C(C(=O)Nc3ccc(F)cc3)=C(C)Nc3nc(CCCO)nn32)c1 (stereo unspecified)	-4%	-1%	-30	-0.3%	5	0	-21	0%	-21%	2	2%
COc1cc2ccc(=O)oc2cc1OCC(O)C(C)(C)O (stereo unspecified)	-8%	-1%	1	-0.2%	-1	-2	-2	2%	nt	6	10%
O=S(=O)(c1ccc(F)cc1)N1CCC(n2cnc3ccccc32)CC1	nt	2%	-1	0.2%	20	2	-11	1%	nt	-2	5%
O=C(O)c1cc([N+](=O)[O-])c(Sc2nc3ccccc3[nH]2)c([N+](=O)[O-])c1	nt	-1%	14	0.2%	3	-3	-1	-11%	7%	-14	-11%
Cc1ccc(C(=O)OC2CCS(=O)(=O)c3sccc32)cc1 (stereo unspecified)	6%	0%	6	0.2%	-10	2	16	0%	-6%	-3	24%
COc1ccc(-c2nc3c4ccccc4ccn3c2C=O)cc1	3%	2%	-1	-0.2%	-2	2	-7	-1%	-13%	10	?
CC(C)CN(C(=O)c1cccc(F)c1)c1c(N)n(CC(C)C)c(=O)[nH]c1=O	1%	2%	1	-0.3%	1	0	6	8%	4%	-16	0%
COc1ccccc1CN1CCC(CNS(=O)(=O)c2cc(-c3cc(C)no3)ccc2C)CC1	nt	3%	0	-0.9%	0	7	0	0%	-1%	2	29%
NC(=O)CC(NC(=O)Cc1ccc(Cl)cc1)c1ccc(NCC2CC2)c([N+](=O)[O-])c1 (stereo unspecified)	21%	0%	3	-1.0%	-194*	-4	-8	-3%	nt	-42	-1%
CCCN1CCN(C(=S)Nc2ccccc2C(F)(F)F)CC1	-6%	2%	-2	-0.3%	2	-3	7	-1%	-2%	-3	?
CC(C)N(C(=O)[C@H]1C[C@H](CC(=O)NCCC2=CCCCC2)C(=O)N2CCc3c([nH]c4ccc(Cl)cc34)[C@]12C)C(C)C	nt	0%	nt	2.5%	-20	nt	?	nt	nt	-10	nt
CC(=O)N1CCc2cc(S(=O)(=O)N3CCCCC3C)ccc21 (stereo unspecified)	nt	-1%	nt	0.1%	17	4	-13	-4%	nt	26	-1%
Cc1ccc(OCCCC(=O)Nc2cc(S(=O)(=O)N3CCOCC3)ccc2N2CCOCC2)cc1	nt	0%	nt	-0.2%	2	0	11	nt	nt	8	nt

Eight entries out of the list, arranged by count of non-hydrogen atoms, low to high:
SMILES	PKM2 activator	USP2a block	FBPA coupling cs	B2AR arrestin	hERG WT inh	TRPV1 agonist	Giardia killer	GALK inhibitor	Menin MLL FP TR	KCNH2 3.1 block	CXXC DNA block
On1nnc2cc(C(F)(F)F)ccc21	-35%	3%	3	3.4%	-5	0	-10	-8%	0%	5	5%
CC(=O)N1CCc2cc(S(=O)(=O)N3CCCCC3C)ccc21 (stereo unspecified)	nt	-1%	nt	0.1%	17	4	-13	-4%	nt	26	-1%
COc1ccc(-c2nc3c4ccccc4ccn3c2C=O)cc1	3%	2%	-1	-0.2%	-2	2	-7	-1%	-13%	10	?
COCCn1cnnc1SCC(=O)c1ccc(S(=O)(=O)N2CCCC2)cc1	23%	0%	9	4.0%	1	-1	14	3%	9%	3	-1%
O=C(CN(Cc1ccco1)C(=O)CNS(=O)(=O)c1ccc(Cl)cc1)NCc1ccco1	1%	3%	0	-0.4%	3	-1	-4	8%	?	-15	-1%
COc1ccccc1CN1CCC(CNS(=O)(=O)c2cc(-c3cc(C)no3)ccc2C)CC1	nt	3%	0	-0.9%	0	7	0	0%	-1%	2	29%
COc1ccc(OC)c(C2C(C(=O)Nc3ccc(F)cc3)=C(C)Nc3nc(CCCO)nn32)c1 (stereo unspecified)	-4%	-1%	-30	-0.3%	5	0	-21	0%	-21%	2	2%
Cc1cc(N2CCN(C)CC2)ccc1NC(=O)c1c2c(nc3ccccc13)CCN(Cc1ccccc1)C2	1%	6%	2	0.2%	-5	-2	-6	0%	-15%	-4	40%[activator]

(listing goes on)
SMILES	PKM2 activator	USP2a block	FBPA coupling cs	B2AR arrestin	hERG WT inh	TRPV1 agonist	Giardia killer	GALK inhibitor	Menin MLL FP TR	KCNH2 3.1 block	CXXC DNA block
O=C1CCC(C(=O)N2CCC(CCO)CC2)CN1Cc1ccc(Cl)cc1 (stereo unspecified)	-3%	2%	2	-0.9%	1	4	-13	0%	-5%	-4	8%
CCN(CC)CCNC(=O)Cn1nc(Cc2cccnc2)c2ccccc2c1=O	-17%	-10%	0	-0.2%	-4	1	13	1%	-10%	-30	8%
COc1ccccc1C1(CCNS(=O)(=O)c2ccc(C)cc2)CCOC(C(C)C)C1 (stereo unspecified)	-1%	-1%	-4	-0.1%	2	25	-1	-3%	-7%	-27	9%
CCCN1C(C)C(C(=O)OCC)=CN(Cc2ccc(Br)cc2)S1(=O)=O (stereo unspecified)	nt	1%	nt	0.1%	-13	nt	19	nt	nt	-6	nt
O=C(c1ccccc1)c1c[nH]c(C(=O)NCCCn2ccnc2)c1	-12%	4%	5	0.2%	2	1	-4	-1%	11%	-3	2%
Cc1ccc(N(C(C)C(=O)NCc2ccncc2)S(C)(=O)=O)cc1C (stereo unspecified)	nt	-1%	8	-0.2%	-10	-5	-18	9%	-17%	0	13%
O=C1c2ccccc2NC(c2cnc3ccccc3n2)N1O (stereo unspecified)	28%	0%	-1	0.4%	4	0	-25	0%	-8%	7	-9%
CCN(Cc1ccccc1)C(=O)C1CCN(C(=O)Nc2ccccc2)CC1	-3%	2%	nt	-0.5%	14	11	7	3%	nt	-4	1%
O=C(Nc1ccccc1C(=O)NC1CCCCC1)c1ccco1	0%	-1%	-1	2.5%	0	5	33[activator]	-1%	0%	-2	3%
Cc1cccc(NC(=O)Nc2ccncc2)c1	-5%	4%	-2	-0.9%	-50	?	-4	0%	-1%	6	?
Cc1noc(C)c1NC(=O)N(C)C[C@H]1Oc2ccc(NC(=O)CCC(F)(F)F)cc2C(=O)N([C@H](C)CO)C[C@@H]1C	nt	7%	nt	0.0%	3	nt	?	nt	nt	18	nt

Screens: PubChem BioAssay, National Center for Advancing Translational Sciences (NCATS)
